BLM inh: qHTS Assay for Inhibitors of Bloom's syndrome helicase (BLM) | recombinant BLM DNA unwinding, fluorescence dequenching | Potency, µM (series often up to 56.1 µM), without a hit: at the top dose activity change, negative = inhibition, usual class: inhibitors | 350,000 compounds, 0.2% hits | AID 2528, 2010;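 also: potency is read from the fitted curve at half-maximal effect; plate controls were vehicle for no effect and no enzyme for full effect; nearly all actives have a fitted effect of over 35% in size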
APE1 inh: qHTS Assay for Inhibitors of the Human Apurinic/apyrimidinic Endonuclease 1 (APE1) | recombinant APE1, TAMRA/BHQ-2 abasic DNA cleavage fluorescence | Potency, µM (top dose mostly 65.8 µM), inactives show at the top dose activity change, negative = inhibition, usual class: inhibitors | 350,000 compounds, 0.35% hits | AID 2517, 2012;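 also: potency is read from the fitted curve at half-maximal effect; plate controls were vehicle for no effect and reference inhibitor for full effect; nearly all actives have a fitted effect of over 55% in size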
Target sequence (P27695 whole entry, looked up): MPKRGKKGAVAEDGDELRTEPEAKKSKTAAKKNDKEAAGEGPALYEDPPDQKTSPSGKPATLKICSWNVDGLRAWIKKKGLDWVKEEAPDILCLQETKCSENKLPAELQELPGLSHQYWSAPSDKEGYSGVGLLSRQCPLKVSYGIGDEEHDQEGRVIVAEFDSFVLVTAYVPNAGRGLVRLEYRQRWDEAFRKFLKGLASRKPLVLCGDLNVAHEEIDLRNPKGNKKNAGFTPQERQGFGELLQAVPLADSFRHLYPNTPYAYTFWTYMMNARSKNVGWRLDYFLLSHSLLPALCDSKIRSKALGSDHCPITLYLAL
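Readout is kinetic fluorescence (ex 525, em 598 nm) from cleavage of 50 nM TAMRA/BHQ-2 THF abasic duplex by 0.75 nM APE1, compound added 15 min beforehand at RT.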
POLK inh: qHTS for Inhibitors of Polymerase Kappa | AID 588579, 2011 | DNA polymerase kappa (Homo sapiens), Q9UBT6 | 400,000 compounds, 0.53% hits | Potency, µM (top dose mostly 107 µM), for the others: at the top dose activity, negative = inhibition, most hits filed as inhibitors | purified Pol kappa, fluorescent DNA synthesis assay, 10 min; also: potency is read from the fitted curve at half-maximal effect; % is scaled to controls: 0 for no effect and ±100 for the full control effect
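Kinetic fluorescence screen: compound preincubated 15 min RT with 10 nM enzyme; 50 nM substrate (final) initiates; reads at 0/10 min.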
ERG Ets-DNA blk: qHTS for Small Molecule Inhibitors of the ERG Ets/DNA interaction; fluorescence polarization, His-ERG Ets domain / labelled DNA; 370,000 compounds, 0.028% hits; Transcriptional regulator ERG (Homo sapiens), P11308; AID 624246, 2012; Potency, µM (highest dose often 76.9 µM), without a hit: at the top dose FP activity, negative = inhibition, usual class: inhibitors; active = well fitted inhibition curve with a large enough effect in the polarisation, with a control signal flat; inconclusive = small, poorly fitted or top-dose-only effect, or effect the other way, or a change in a side signal; inactive = no such curve, though single readings can be large or run the other way; the % refers to the polarisation;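 also: polarization taken with two DNA probes labelled with fluorescein and Texas red; potency is read from the fitted curve at half-maximal effect; % of control where 0% means no effect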
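His-tagged ERG Ets domain (1 uM in the protein solution; 300mM KCl, 50mM Tris-HCl, 1mM EDTA, 1mM DTT, pH 7.5) received compound, then a probe mix of 5 nM fluorescein-DNA and 100nM Texas-615-DNA. Fluorescence polarization was read for both dyes.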
Apoferritin bind: qHTS Assay for Identification of Novel General Anesthetics | Ferritin light chain (Equus caballus), P02791 | apoferritin/1-aminoanthracene competitive binding, fluorescence | Potency, µM (doses to about 77.5 µM), without a hit: at the top dose activity change, negative = displacement, usual class: inhibitors | 350,000 compounds, 0.074% hits | AID 485281, 2010; also: potency is read from the fitted curve at half-maximal effect; % is scaled to controls: 0 for no effect and ±100 for the full control effect; nearly all actives have a fitted effect of over 20% in size
Target sequence (P02791 2-175 limits assumed): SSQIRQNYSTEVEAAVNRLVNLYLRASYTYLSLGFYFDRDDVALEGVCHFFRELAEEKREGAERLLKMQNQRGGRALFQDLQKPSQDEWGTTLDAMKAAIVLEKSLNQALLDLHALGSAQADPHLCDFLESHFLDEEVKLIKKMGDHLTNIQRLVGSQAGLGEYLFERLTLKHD
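Concentration-response curves derived by four-parameter Hill fitting of normalized fluorescence, where compounds displaced 1-AMA from 10 uM horse apoferritin following a brief 10 min room-temperature incubation; propofol titration acted as positive control.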
Pol iota inh: qHTS for Inhibitors of Polymerase Iota; Potency, µM (highest dose often 115 µM), for the others: at the highest dose activity, negative = inhibition, hits mostly inhibitors; Pol iota fluorescent replication assay, 10 min; 390,000 compounds, 1% hits; DNA polymerase iota (Homo sapiens), Q9UNA4; AID 588590, 2011; also: potency is read from the fitted curve at half-maximal effect
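Pol iota at 10 nM preincubated 15 min with compounds at room temperature; reaction started with fluorescent substrate, 50 nM final. Fluorescence read kinetically at 0 and 10 min; buffer-only wells as negative control.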
TRHR ag: qHTS for Small Molecule Agonists and Allosteric Enhancers of Human TRH Receptor: Primary Screen for Agonists | Thyrotropin-releasing hormone receptor (Homo sapiens), P34981 | TRHR cells, calcium flux fluo-8, FDSS agonist mode | activation, % at 2 µM | 360,000 compounds, 0.18% hits | AID 493084, 2011; in the data active = activation above about 30%; also: 0% is about no effect
Target sequence (P34981 whole entry, looked up): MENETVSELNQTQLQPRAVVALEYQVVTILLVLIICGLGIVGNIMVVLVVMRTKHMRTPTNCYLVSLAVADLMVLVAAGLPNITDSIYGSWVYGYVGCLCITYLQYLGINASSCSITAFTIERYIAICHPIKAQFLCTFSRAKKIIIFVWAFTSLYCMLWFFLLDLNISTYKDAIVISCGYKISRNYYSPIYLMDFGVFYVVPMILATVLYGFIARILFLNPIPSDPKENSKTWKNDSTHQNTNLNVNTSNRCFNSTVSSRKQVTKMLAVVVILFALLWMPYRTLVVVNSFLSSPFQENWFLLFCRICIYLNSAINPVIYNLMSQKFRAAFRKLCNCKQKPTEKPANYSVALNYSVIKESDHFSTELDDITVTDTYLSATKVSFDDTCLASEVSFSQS
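Fluo-8-loaded TRHR cells; 10 s baseline, compound added, kinetic Ca2+ fluorescence read 1/s, agonist mode.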
12-LOX inh: Primary qHTS assay for inhibitors of human arachidonate 12S-lipoxygenase (ALOX12): Round 2 | Potency, µM (series often up to 108 µM), for inactives: top-dose activity change, negative = inhibition, actives largely listed as inhibitors | AID 1671190, 2021 | purified 12hLO, xylenol orange hydroperoxide absorbance | 580,000 compounds, 1.1% hits | Polyunsaturated fatty acid lipoxygenase ALOX12 (Homo sapiens), P18054; also: potency is read from the fitted curve at half-maximal effect; % is scaled to controls: 0 for no effect and ±100 for the full control effect
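Purified human 12hLO at 150 nM in 25 mM Hepes, 0.01% Triton X-100, pH 7.0, preincubated 15 min at room temperature with compound. Reaction started with 40 uM arachidonic acid, 30 min at room temperature. Hydroperoxide measured by Fe-xylenol orange, 573/405 nm absorbance ratio.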
POLB inh: qHTS Assay for Inhibitors of DNA Polymerase Beta; Pol beta primer extension/strand displacement, fluorescence kinetic; AID 485314, 2010; 340,000 compounds, 1.3% hits; Potency, µM (titrated, usually from 114 µM), for inactives: at the top dose activity change, negative = inhibition, actives largely listed as inhibitors; also: potency is read from the fitted curve at half-maximal effect; % is scaled to controls: 0 for no effect and ±100 for the full control effect
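10 nM enzyme + cpd, 15 min RT; start with substrate 50 nM final; read 0 min and after 10 min RT. Corrected, normalized data; 4-parameter Hill curve fit.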
* hit, by the source's call; ? = inconclusive; . = not tested or not shown; [ ] = dose if it differs, or a comment. Unless noted, calls follow the shape of the dose curve; as a rule, active = well fitted curve in the direction sought with a large enough effect; inconclusive = small, poorly fitted or top-dose-only effect, or another doubt; inactive = no such curve, though single readings can be large; an effect the other way counts as inactive or inconclusive.

Below each SMILES – BLM inh | APE1 inh | 12-LOX inh | ERG Ets-DNA blk | POLK inh | TRHR ag | Apoferritin bind | Pol iota inh | POLB inh
CC(C)CCNC(=O)CN1C(=O)c2cccnc2Sc2ccccc21
 : -2% | . | -4% | -3% | 0% | -0.5 | -10% | 5% | 28%
CCC(CC)c1ncc[nH]1
 : -12% | -4% | 13% | -6% | -11% | -0.9 | -5% | -11% | 26%
COc1ccc(N2CCN(C(=O)Cn3nnc(-c4cccs4)n3)CC2)cc1
 : 1% | -4% | -12% | 11% | -3% | -0.2 | -5% | -4% | 8%
Cc1nnc(SCC(=O)N(C)C2CCCCC2)s1
 : -1% | 2% | 1% | -1% | -3% | 0.0 | -22% | 2% | 21%
CCN1CCc2c(sc(NC(=O)C3COc4ccccc4O3)c2C(N)=O)C1 (stereo not drawn)
 : -2% | 20% | 0% | 9% | -5% | 0.6 | -15% | -20% | 94%
CCN(CC)c1ccc(NC(=O)c2ccc(S(=O)(=O)N3CCOCC3)cc2)cc1
 : . | -4% | -16% | 1% | -16% | . | . | 62%[activator] | .
CC(C)(C)n1nnnc1C(c1ccc(F)cc1)N(Cc1ccc(F)cc1)Cc1ccco1 (stereo not drawn)
 : -19% | 9% | 0% | -1% | -12% | 0.7 | 9% | 4% | 5%
CC1CCC(C(C)C)C(OCC(O)C[N+]2(C)CCCCC2)C1 (stereo not drawn)
 : 3% | 2% | 0% | 26% | -3% | 1.0 | -7% | 107%[activator] | 2%
Cc1[nH]c2ccccc2c1C(=O)CSc1n[nH]c(N)n1
 : -1% | 0% | 4% | 8% | 2% | 0.1 | -5% | 86%[activator] | 6%
CCC(=O)N1CCN(c2ccc(NC(=S)NC(=O)COc3ccccc3)cc2)CC1
 : -9% | 3% | -1% | -1% | 0% | -0.4 | 43%[activator] | 15% | 25%
CCNc1ncc2nc(-c3cn(C)c4ccccc34)c(=O)n(Cc3cccc(OC)c3)c2n1
 : -8% | -9% | -39% | . | -3%[60.1 µM] | . | . | . | .
O=c1c2c3nc4ccccc4nc3n(-c3ccc4c(c3)OCCO4)c2ncn1C1CCCC1
 : -8% | 7% | 29% | -1% | -10% | 0.2 | -9% | 22% | -5%
CN(C(=O)c1cc2c(s1)-c1ccccc1S(=O)(=O)C2)c1ccccc1
 : -5% | 16% | 12% | 1% | -3% | -0.5 | -1% | 2% | 2%
COc1ccc(C(=O)N/C(=C\c2cn(S(=O)(=O)N(C)C)c3ccccc23)C(=O)NCCCN2CCOCC2)cc1
 : 1% | 21% | -21% | 4% | 1% | 0.0 | 3% | 34%[activator] | 0%
O=C(O)CCc1c(C(=O)O)[nH]c2ccccc12
 : 0% | 7% | ? | 5% | 8% | 0.0 | -15% | -1% | 19%
COCCN(CC(=O)Nc1ccccc1)S(=O)(=O)c1ccc(S(=O)(=O)N2CCCC2)cc1
 : -3% | 3% | 303%[activator] | -6% | -12% | -0.5 | -15% | 13% | 18%
COc1cccc(-c2nnc(NC(=O)c3ccccc3Br)o2)c1
 : 0% | 0% | 1% | 21% | -1% | -0.9 | -10% | ? | -1%
OCCNc1nc(Nc2ccccc2)nc2ccccc12
 : -3% | -4% | -120% | -15% | -8% | 0.1 | -13% | 7% | ?
Nc1nc(SCC(=O)NCCOCCO)nc2sc3c(c12)CCCC3
 : 2% | 4% | -13% | 2% | 1% | -0.1 | -1% | 118%[activator] | 10%
C#CCOCCOCCOCCNc1nc(N2CCN(C(=O)[C@H](Cc3ccc(O)cc3)n3cc([C@@H](N)C(C)CC)nn3)CC2)nc(N2CCN(C(=O)[C@H](CCCCN)n3cc([C@@H](N)CC(C)C)nn3)CC2)n1 (stereo partly drawn)
 : 10% | 15% | . | . | . | 0.6 | -9% | . | 47%
c1ccc(-c2nnnn2CCOCCn2nnnc2-c2ccccc2)cc1
 : 1% | ? | 13% | . | -5% | 0.0 | -14% | -6% | ?
CCOC(=O)CSc1ccc(S(=O)(=O)N2CCCC2)cc1[N+](=O)[O-]
 : -4% | -8% | -6% | 8% | -6% | 0.2 | -19% | 18% | -1%
O=C(Nc1ccnn1C1CCN(CCCC2CCCC2)CC1)c1ccccc1Cl
 : 1% | 12% | 2% | -10% | 5% | 0.8 | -18% | -25% | 1%
COc1cccc(CN2CCN(Cc3cc(OC)c(OC)cc3[N+](=O)[O-])CC2)c1
 : 2% | -2% | . | 6% | 5% | -0.4 | -19% | ? | -8%
Cc1ccc2oc3c(c(=O)c2c1)C(c1ccc(OCC(N)=O)cc1)N(Cc1ccc2c(c1)OCO2)C3=O (stereo not drawn)
 : -2% | . | -21% | -25% | 4% | -0.3 | -3% | 11% | 1%
CCN(CC)c1ccc(S(=O)(=O)Nc2cc(Cl)ccc2Cl)cc1NC(=S)NC(=O)C1CCCC1
 : -13% | -5% | ? | -1% | -33% | 0.2 | -6% | 5% | -1%
O=c1c2ccccc2c(/C=N/c2nnc(Cc3ccccc3)s2)c(O)n1-c1ccc(Cl)cn1
 : -5% | -3% | -14% | -3% | -13% | 0.5 | 7% | 17% | 15%
CC(C)c1ccc(COc2ccc(C(=O)N3CCOCC3)cc2)cc1
 : -9% | -6% | -11% | -1% | -5% | -0.8 | ? | 16% | -15%
CC(=O)c1ccc(NC(=O)C2C3C=CC(O3)C2C(=O)O)cc1 (stereo not drawn)
 : -2% | 17% | -3% | 10% | -23% | 0.5 | -4% | ? | 16%
CCOC(=O)C1=C(C)NC(=O)NC1c1ccc(OCCO)c(OC)c1 (stereo not drawn)
 : 0% | 4% | 284%[activator] | 1% | 7% | -1.3 | 1% | -7% | 2%

Individual results from the list.
In ERG Ets-DNA blk, `O=C(Nc1ccnn1C1CCN(CCCC2CCCC2)CC1)c1ccccc1Cl` is listed with -10%
In APE1 inh, `CC(C)c1ccc(COc2ccc(C(=O)N3CCOCC3)cc2)cc1` is listed with -6%

Additional compounds follow:
Below each SMILES – BLM inh | APE1 inh | 12-LOX inh | ERG Ets-DNA blk | POLK inh | TRHR ag | Apoferritin bind | Pol iota inh | POLB inh
CCOC(=O)c1c(NC(=O)CCN2C(=O)c3cccc([N+](=O)[O-])c3C2=O)sc(C(=O)OC(C)C)c1C
 : -6% | 1% | -17% | 0% | -7% | 0.0 | 2% | 21% | -1%
CCOc1ccc(N(C)S(=O)(=O)c2ccc(C)c(C(=O)NCc3ccccc3OC)c2)cc1
 : . | -7% | 4% | 0% | -10% | 0.2 | . | -22% | .
Cc1nc(N2CCc3ccccc3C2)[nH]c(=O)c1CCC(C)C
 : -7% | -3% | -15% | -10% | -13% | 0.4 | -11% | 10% | 25%
COCC(C)N=C1NN=C(c2c[nH]c3ccccc23)CS1 (stereo not drawn)
 : -1% | 8% | -8% | -2% | -11% | 0.0 | 0% | -9% | -8%
CCN(CC)c1ccc2cc(S(=O)(=O)c3ccc(C)cc3)c(=O)oc2c1
 : -1% | 13% | -15% | 0% | 0% | -0.1 | -2% | 11% | 10%
COC(=O)c1ccc(NC(=O)NS(=O)(=O)c2ccc(C)cc2)cc1
 : -1% | -3% | 0% | -6% | -4% | 0.1 | -14% | 13% | 28%
CCCCN(C(=O)c1ccc2c(c1)OCO2)c1c(N)n(CC(C)C)c(=O)[nH]c1=O
 : . | 41% | 1% | 9% | 9% | -3.0 | . | -5% | .
Cc1noc(C)c1-c1cncnc1N(C)Cc1ccco1
 : -4% | -1% | -4% | . | 9%[60.1 µM] | . | . | . | .
O=C(Nc1ccc(S(=O)(=O)N2CCCC2)cc1)N1c2ccccc2Sc2ccccc21
 : -7% | -5% | -4%[57.4 µM] | . | -9% | -0.7 | -16% | 0% | 20%
CCCCC(=O)Nc1nc(C)c(-c2csc(Nc3cc(Cl)ccc3OC)n2)s1
 : 1% | ? | -14% | -4% | -1% | -0.1 | -22% | ? | -1%
Cc1nc2ccccc2n1CC(=O)N1CC(=O)Nc2ccccc21
 : -1% | 0% | 2% | . | -16%[60.1 µM] | 0.8 | 8% | -7% | -26%
COc1ccc(NC(=O)c2cccc(NC(=O)C3C4CC5OC(=O)C3C5C4)c2)c(OC)c1 (stereo not drawn)
 : -6% | -4% | -3% | -2% | -7% | 0.3 | 6% | 4% | 4%
COc1ccccc1N1CCN(CC(=O)Nc2ccccc2C(=O)NCCc2ccccc2)CC1
 : . | -23% | -2% | 5% | -9% | -1.4 | . | 8% | .
CCC(=O)N(CCC(c1ccco1)c1ccccc1OC)Cc1cccs1 (stereo not drawn)
 : -9% | -1% | -20% | -9% | -14% | -0.4 | -18% | 14% | ?
CN1CCN(c2nc3c(c(=O)[nH]c(=O)n3C)n2CCSc2nnnn2-c2ccccc2)CC1
 : 1% | 1% | 0% | -21% | -6% | 0.2 | -3% | 14% | 1%
O=C(CCCN1C(=O)c2cccnc2C1=O)Nc1ccccc1F
 : -1% | 0% | -9% | 5% | 2% | 0.5 | -9% | 182%[activator] | 81%
CCOC(=O)c1sc(NC(=O)COC(=O)Cn2cnc3ccccc32)c(C(=O)OCC)c1C
 : -1% | -1% | -14% | 3% | 12% | -0.4 | -2% | 13% | 14%
Cc1cccc(N2CCN(C(=O)CCNS(=O)(=O)c3ccc4c(c3)CCC(=O)N4)CC2)c1C
 : -1% | -2% | -23% | -2% | -6% | -1.0 | -8% | 12% | 2%
Cc1cccc(N2CCN(C(=O)Cc3c(C(=O)O)c(C)cn3C)CC2C)c1 (stereo not drawn)
 : 4% | . | -24% | 2% | -6%[60.1 µM] | 0.4 | 5% | ? | 6%

This is a subset; count on the stated rates, not on these rows.
